# Screens (PubChem)
# ASM inhibitor – human S-ASM enzyme inhibition; P17405; placental ASM, HMU-PC fluorogenic substrate, 60 min; Potency, µM (doses to about 57.5 µM), for inactives: at the highest dose activity change, negative = inhibition, most hits filed as inhibitors; 0.006% of 340,000 active; AID 504937; also: potency is read from the fitted curve at half-maximal effect
#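 Human placenta-derived ASM enzyme was preincubated with compound for 10 minutes at room temperature, then given fluorogenic substrate HMU-PC0 (9 uM final) for 60 minutes at 37 °C; a pH 10 stop preceded fluorescence reading at Ex 386/Em 447 nm.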
# Mito fusion act – blocks mitochondrial division or promotes mitochondrial fusion; Potency, µM (titrated, usually from 46.1 µM), for the others: at the highest dose growth rescue (activation), hits mostly activators; 0.23% of 320,000 active; S. cerevisiae fusion-defective mutant growth rescue, CellTiterGlo 48 h;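 also: potency is read from the fitted curve at half-maximal effect; % of control where 0% means no effect; nearly all actives have a fitted effect of over 45% in size; temperature-sensitive fusion mutants such as fzo1-1 at 37 °C on non-fermentable ethanol glycerol medium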
#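 Read-out: ATP-based luminescence (CellTiterGlo, 10 min ambient) reporting growth of fusion-defective ts yeast after 48 hours at 37C on glycerol/ethanol YPEG medium in the presence of compound.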
# Eya2 inh – blocks the phosphatase activity of human Eya2; O00167; recombinant Eya2, OMFP fluorescence dephosphorylation (OMFP is methylfluorescein phosphate); Potency, µM (series often up to 76.9 µM), inactives show at the top dose activity, negative = inhibition, usual class: inhibitors; 0.006% of 330,000 active; AID 488837; also: potency is read from the fitted curve at half-maximal effect; % is scaled to controls: 0 for no effect and ±100 for the full control effect
# Target sequence (O00167 whole entry, looked up): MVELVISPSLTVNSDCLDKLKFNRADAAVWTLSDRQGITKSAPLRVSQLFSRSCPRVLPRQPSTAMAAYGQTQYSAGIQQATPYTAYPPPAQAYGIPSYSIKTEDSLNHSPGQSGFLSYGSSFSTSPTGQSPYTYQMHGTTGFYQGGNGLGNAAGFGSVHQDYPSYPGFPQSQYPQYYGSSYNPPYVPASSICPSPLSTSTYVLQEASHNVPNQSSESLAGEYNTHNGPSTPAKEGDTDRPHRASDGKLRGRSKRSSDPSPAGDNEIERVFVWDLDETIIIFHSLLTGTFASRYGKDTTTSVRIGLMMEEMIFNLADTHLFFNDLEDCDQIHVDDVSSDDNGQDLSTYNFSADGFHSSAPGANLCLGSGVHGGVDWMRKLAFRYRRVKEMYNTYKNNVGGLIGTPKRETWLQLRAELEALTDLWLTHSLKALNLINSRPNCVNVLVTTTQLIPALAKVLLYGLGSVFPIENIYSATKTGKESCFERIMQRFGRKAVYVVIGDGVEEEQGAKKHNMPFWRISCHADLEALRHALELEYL
#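 Eya2 protein (added as 0.2 uM solution) was preincubated with compound for 10 min at ambient temperature in 50 mM HEPES pH 7.5, 50 mM NaCl, 5 uM MgCl2, 0.05% BSA, 1 mM DTT. OMFP (added at 50 uM) then reacted 10 min; fluorescence read at 485/525 nm.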
# TCR act – activates T cell receptor signaling. primary human leukocytes, anti-CD3, IL-2 HTRF, 48 h. Potency, µM (titrated, usually from 9.22 µM), without a hit: top-dose activation of IL-2 secretion, hits mostly activators. 330,000 tested, under 10 active. AID 504894; also: % of control where 0% means no effect
#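 48 hr co-incubation of compounds, a-CD3 beads and primary human leukocytes; IL-2 quantified homogeneously by HTRF with anti-IL-2 K and d2 conjugates.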
# TSHR antagonist – antagonists of human thyroid stimulating hormone receptor; 0.2% of 330,000 active; TSHR-expressing cells, TSH-stimulated cAMP HTRF, 2 h; stronger effect = lower value; P16473; activity change, negative = inhibition, % at 11.5 µM; AID 504810;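 active = activity change below a set negative limit, meaning inhibition stronger than a set level, cut at about -70% in these data; inconclusive = activity change between two set negative limits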; also: % is scaled to controls: 0 for no effect and ±100 for the full control effect
#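 Antagonism was scored as loss of TSH-driven cAMP in TSHR cells, stimulated with 4nM TSH (EC80) for 2 hours at 37 deg C and detected by homogeneous HTRF competition immunoassay.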
# Tb PFK block – T. brucei PFK enzyme inhibition; O15648; Potency, µM (top dose mostly 57.5 µM), without a hit: at the highest dose activity, negative = inhibition, hits mostly inhibitors; T. brucei PFK, ADP-Glo luminescence; 0.17% of 330,000 active;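 also: potency is read from the fitted curve at half-maximal effect; 0% = uninhibited 1x PFK enzyme wells and -100% = no-enzyme wells; nearly all actives have a fitted effect of over 60% in size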
#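 ADP-Glo luminescence quantified ADP after 45 min at room temperature, with 1.25 nM T. brucei PFK, 0.1 mM ATP and 0.5 mM fructose-6-phosphate in pH 8.0 TEA buffer. qHTS titrations up to 57 µM; curves classified by quality.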
# ELG1 repair inh – inhibitors of ELG1-dependent DNA repair in HEK293T cells | HEK293T ELG1-luciferase reporter, luminescence, 16 h; DNA damage induced by 5-fluorouridine | Potency, µM (highest dose often 46.1 µM), without a hit: at the top dose activity change, negative = inhibition, most hits filed as inhibitors | 2.3% of 330,000 active; also: potency is read from the fitted curve at half-maximal effect; % is scaled to controls: 0 for no effect and ±100 for the full control effect; nearly all actives have a fitted effect of over 55% in size
#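 HEK293T cells expressing luciferase-tagged ELG1 (2,000/well) received 5-Fluorouridine plus compound or DMSO for 16 hr at 37 °C. Luciferase was read by ONE-Glo luminescence after 30 min at room temperature.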
# A-T KAP1 phos – potential ataxia-telangiectasia treatment. […] A-T fibroblasts, KAP-1 phosphorylation AlphaLISA; neocarzinostatin DNA damage 30 min before lysis. Potency, µM (top dose mostly 57.5 µM), for inactives: top-dose activation, hits mostly activators. 0.19% of 320,000 active; also: potency is read from the fitted curve at half-maximal effect; % of control where 0% means no effect; nearly all actives have a fitted effect of over 45% in size
#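 hTERT-immortalized A-T patient fibroblasts ([…]), 500 cells/well in OPTI-MEM, 1% FBS, got compounds for 60 min, then NCS for 30 min at 37C. Lysates were then assayed for phospho-KAP-1 by AlphaLISA (anti-pKAP1 donor, anti-KAP1 acceptor beads), 6 hr at 25C.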
# a7 integrin act – integrin-mediated muscular dystrophy alleviation activation. alpha7betagal myoblasts, beta-gal FDG fluorescence, 48 h. Potency, µM (highest dose often 38.3 µM), without a hit: top-dose activation, hits mostly activators. 0.064% of 350,000 active. AID 624291;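 also: potency is read from the fitted curve at half-maximal effect; 100% = response of the positive control SU9516; nearly all actives have a fitted effect of over 60% in size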
#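 alpha7betagal+/- myoblasts (passage 13, 250/well) treated 48 h at 37C with compounds at 1:260 dilution of DMSO stock. Lysed, then beta-galactosidase activity read as FDG fluorescence (ex 480/em 540) after 30 min, with pre-read for autofluorescence.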
# PTAP TSG101 blk – blocks PTAP/TSG101 interaction to inhibit HIV-1 budding. Q99816. Fluorescence polarization, FITC-PTAP peptide / Tsg101 binding. Potency, µM (top dose mostly 115 µM), without a hit: top-dose activity change, negative = inhibition, most hits filed as inhibitors. 340,000 tested, under 10 active; active = well fitted inhibition curve with a large enough effect in the main read-out, with a control signal flat, not every such curve was filed as active; inconclusive = small, poorly fitted or top-dose-only effect, or effect the other way, or a change in a side signal; inactive = no such curve, though single readings can be large or run the other way; also: potency is read from the fitted curve at half-maximal effect; % of control where 0% means no effect
# Target sequence (Q99816 whole entry, looked up): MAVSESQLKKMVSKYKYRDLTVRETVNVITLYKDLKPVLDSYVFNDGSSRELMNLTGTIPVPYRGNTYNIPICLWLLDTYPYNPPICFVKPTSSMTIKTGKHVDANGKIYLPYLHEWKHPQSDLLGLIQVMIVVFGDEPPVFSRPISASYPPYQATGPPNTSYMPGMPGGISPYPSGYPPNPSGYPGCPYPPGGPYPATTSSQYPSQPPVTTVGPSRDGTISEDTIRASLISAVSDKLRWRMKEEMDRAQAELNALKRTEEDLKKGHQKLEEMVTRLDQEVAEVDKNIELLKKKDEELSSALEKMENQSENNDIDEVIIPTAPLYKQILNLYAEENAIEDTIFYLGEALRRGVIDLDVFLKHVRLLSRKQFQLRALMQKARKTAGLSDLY
#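 Fluorescence anisotropy tracks displacement of a FITC-tagged PTAP peptide (50 nM) from the Tsg101 binding domain (10 uM), following a 20 min room-temperature incubation at pH 7.5.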
# Chronic BCR inh – blocks chronic active B-cell receptor signaling; ABC-DLBCL IkBa-CBG/CBR reporter, luminescence ratio, 4 h; Potency, µM (highest dose often 46.1 µM), for the others: top-dose ratio change, negative = lower green/red ratio, usual class: inhibitors; 0.05% of 340,000 active; AID 493014; active = well fitted inhibition curve with a large enough effect in the signal ratio, with a control signal flat, not every such curve was filed as active; inconclusive = small, poorly fitted or top-dose-only effect, or effect the other way, or a change in a side signal; the % refers to the signal ratio;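 also: potency is read from the fitted curve at half-maximal effect; plate controls were basal doxycycline-induced cells for no effect and cells given 10 µM MG132 for full effect; MG132 reads +100%, hits lower the ratio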
#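 TMD8 human ABC-DLBCL cells with doxycycline-inducible IκBα–green luciferase fusion and unfused red luciferase, in 0.5% FBS medium; compounds up to 46 uM, 4 h at 37C. Green/red luminescence ratio, filter-overlap corrected, fitted to concentration-response curves.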
# * = called active by the depositor; ? = inconclusive; / = not tested or not shown; [ ] = dose if it differs, or a comment. Unless noted, calls follow the shape of the dose curve; as a rule, active = well fitted curve in the direction sought with a large enough effect; inconclusive = small, poorly fitted or top-dose-only effect, or another doubt; inactive = no such curve, though single readings can be large; an effect the other way counts as inactive or inconclusive.
SMILES,ASM inhibitor,Mito fusion act,Eya2 inh,TCR act,TSHR antagonist,Tb PFK block,ELG1 repair inh,A-T KAP1 phos,a7 integrin act,PTAP TSG101 blk,Chronic BCR inh
Cc1ncc(CN2CCC(CO)(CCOc3ccccc3)CC2)s1,5%,?,13%,3%,3,-2%,-15%,-9%,-7%,-2%,-6%
O=Cc1ccccc1Oc1ccccc1,1%,0%,-9%,-3%,-10,3%,15%,-10%,7%,-3%,-6%
COc1ccc(-c2csc(C)n2)cc1Br,0%,-2%,6%,4%,1,-1%,?,2%,-7%,-5%,?
O=C(CCCN1C(=O)c2ccccc2C1=O)Oc1ccc(Cl)cc1,-4%,1%,-19%,4%,-13,-3%,17%,-2%,28%,-2%,24%
CN1CCN(C(=S)NC(=O)c2ccc(S(=O)(=O)N3CCOCC3)cc2)CC1,6%,-4%,6%,5%,-5,-6%,2%,2%,19%,-4%,-4%
O=C(CN(Cc1ccco1)C(=O)c1ccc(F)cc1F)Nc1ccccc1C(F)(F)F,3%,12%,1%,-6%,-2,-5%,-5%,3%,4%,-1%,0%
CN(C)c1ccc(C(=O)OCC(=O)NCC2CCCO2)cc1 (stereo not given),3%,-3%,18%,-9%,6,-1%,?,-6%,-33%,0%,3%
O=C(O)c1ccccc1C(=O)NNc1ccc(Cl)cc1Cl,-4%,9%,-13%,4%,1,2%,16%,-5%,9%,-5%,6%
COc1cc(CCC(=O)OCc2ccccc2C#N)cc(OC)c1OC,6%,1%,-7%,3%,-2,-1%,?,-1%,-14%,-7%,14%
O=C(CCN1CCN(c2ccccc2)CC1)N/N=C/c1ccccc1O,415%[activator],7%,-8%,-3%,-10,-2%,?,3%,-7%,0%,?
Cc1c(NC(=O)C(C)Oc2ccc(Br)cc2)c(=O)n(-c2ccccc2)n1C (stereo not given),0%,/,-2%,0%,-3,2%,3%,23%,11%,-7%,8%
COCCNC(=O)CN(Cc1ccco1)C(=O)CCC(=O)Nc1nccs1,0%,0%,0%,3%,10,2%,13%,7%,-8%,-9%,-14%
N#Cc1ccc(C(=O)Nc2cccc3ncccc23)c(F)c1,3%,0%,1%,-3%,-1,4%,?,-3%,3%,0%,-1%
COCc1cc(C)nc(N2CCN(Cc3ccccc3)CC2)c1C#N,2%,11%,-5%,5%,5,1%,-11%,2%,8%,-4%,20%
COc1ccc(S(=O)(=O)NCCOc2ccccc2)cc1F,1%,-1%,7%,3%,5,-2%,-1%,2%,-4%,0%,-7%
O=C1CCCN1S(=O)(=O)c1ccccc1,-3%,-2%,6%,4%,-3,2%,?,1%,?,-3%,?
COc1ccc(C)cc1NC(=O)c1cc(-c2ccccc2)nc2c1cnn2C(C)C,-6%,26%,17%,-7%,-5,-2%,?,11%,-24%,-2%,-1%
O=C1C2C3c4ccccc4C(Br)(c4ccccc43)C2C(=O)N1c1ccccc1O (stereo not given),2%,-3%,-5%,-3%[46.1 µM],4,-5%,13%,2%,7%,0%,0%
N#CC1(NC(=O)CN2C(=O)NC3(CCCCCC3)C2=O)CCCCC1,4%,-1%,0%,5%,-5,-2%,26%,-16%,-2%,-3%,-1%
CCC(C)NC(=O)CCc1c(C)nc2nc(-c3cc(OC)cc(OC)c3)nn2c1C (stereo not given),-3%,-7%,14%,0%,-8,2%,?,7%,-23%,2%,0%
CC/C(O)=C1\C(=O)CC(C)(C)CC1=Nc1ccccc1C,-1%,11µM*,-3%,-1%[46.1 µM],-3,-5%,19%,0%,26%,-8%,?
CC1CCN(c2c(NCC3CCC(C(=O)N4CCc5ccccc5C4)CC3)c(=O)c2=O)CC1 (stereo not given),-1%,1%,7%,8%,1,-1%,9.2µM*,6%,-13%,-7%,-9%
CCN(CC)C(=O)CSc1nnc2sc3ccccc3n12,-1%,1%,36%,-6%,-14,3%,?,-3%,-3%,-5%,1%
Cc1ccc(C(=O)NNC(=O)c2ccc(S(=O)(=O)N3CCOCC3)cc2)cc1,-1%,-2%,1%,2%,14,2%,3%,-5%,7%,-1%,-11%
Cc1ccc(CNC(=O)Cn2cncn2)cc1,1%,-2%,?,1%,-2,1%,8%,-3%,9%,-7%,-22%
CCOC(=O)c1csc(NC(=O)CN2CCOCC2)n1,-1%,1%,-2%,-2%,1,-3%,?,-1%,-26%,-4%,5%
Cn1cc(CCC(=O)N2CCCC(C(=O)c3cccc4ccccc34)C2)cn1 (stereo not given),-6%,28%,2%,4%,12,-5%,-14%,13%,7%,-1%,-6%
COc1ccc(-n2c3c(cc(C(=O)NNc4ccccc4)c2=O)C(=O)CC(C)(C)C3)cc1,-5%,2%,-5%,-4%,3,-1%,?,-2%,-14%,-1%,-1%
CC1CCC(NC(=O)c2ccc(NC3=NC4CS(=O)(=O)CC4S3)cc2)CC1 (stereo not given),-2%,1%,3%,0%,-9,-3%,-3%,-1%,3%,-5%,-6%
CCC(=O)Nc1cccc(NC(=S)NC(=O)c2cccs2)c1,-1%,6%,-5%,0%[46.1 µM],-3,-2%,?,-3%,-17%,-3%,?
Cc1nnc(NC(=O)c2c(F)c(F)c(F)c(F)c2F)s1,1%,1%,14%,/,-9,2%,0%,-9%,-30%,-6%,1%
Cc1cc(C)c(S(=O)(=O)N2CCCCC2CCNC(=O)C(=O)NCc2ccccn2)c(C)c1 (stereo not given),-2%,0%,-39%,2%,-6,14%,-1%,6%,13%,-1%,?
CCc1cc2c(-c3ccccc3)cc(=O)oc2cc1OCC(=O)NCC1CCC(C(=O)O)CC1 (stereo not given),-10%,-1%,8%,-1%,0,0%,?,15%,14%,-2%,?
